Bioassay records (PubChem)
TRHR PAM = qHTS for Small Molecule Agonists and Allosteric Enhancers of Human TRH Receptor: Primary Screen for Enhancers. enhancement, % at 2 µM. TRHR cells, fluo-8 calcium fluorescence, EC20 TRH enhancement. 360,000 compounds, 0.66% hits. AID 493056, 2011. Thyrotropin-releasing hormone receptor (Homo sapiens), P34981; in the data active = enhancement above about 30%; note: 0% is about no effect
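TRHR-expressing cells loaded with fluo-8 calcium dye were read kinetically (ex 480/em 530) during compound addition, then stimulated with an EC20 of TRH (10 nM final). Enhancement of the Gq-mediated intracellular calcium response was scored.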
D1 ag = Allosteric Agonists of the Human D1 Dopamine Receptor: qHTS; D(1A) dopamine receptor (Homo sapiens), P21728; HEK293 T-REx D1 cells, calcium flux, agonist mode; activation, % at 2 µM; 360,000 compounds, 1% hits; AID 504660, 2011; note: 0% is about no effect
Target sequence (P21728 whole entry, looked up): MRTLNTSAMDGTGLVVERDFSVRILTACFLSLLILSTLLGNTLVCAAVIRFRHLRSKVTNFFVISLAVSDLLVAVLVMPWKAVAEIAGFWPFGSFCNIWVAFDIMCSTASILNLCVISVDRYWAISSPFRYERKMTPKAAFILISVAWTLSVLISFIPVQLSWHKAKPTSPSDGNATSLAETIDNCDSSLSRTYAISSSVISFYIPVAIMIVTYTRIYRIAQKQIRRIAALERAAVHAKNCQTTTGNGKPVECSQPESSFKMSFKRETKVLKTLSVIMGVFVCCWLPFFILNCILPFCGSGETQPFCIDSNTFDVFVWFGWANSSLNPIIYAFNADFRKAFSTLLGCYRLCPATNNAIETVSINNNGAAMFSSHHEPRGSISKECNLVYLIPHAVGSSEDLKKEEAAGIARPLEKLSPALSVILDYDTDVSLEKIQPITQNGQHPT
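Inducible HEK293 T-REx D1 cells, force-coupled to calcium signalling, were plated at 4000 cells/well with tetracycline and held overnight at 30 C. After no-wash calcium dye loading, compound-evoked calcium rise over 180 s flagged agonists.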
D2 PAM = HTS Assay for Positive Allosteric Modulators of the Human D2 Dopamine Receptor: Primary Screen for Potentiators; HEK293 T-REx D2, calcium flux, EC20 dopamine potentiation; potentiation, % at 10 µM; 340,000 compounds, 0.34% hits;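 active = potentiation over 3 SD above the plate norm, cut at about 30% in these data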; note: 0% is about no effect
Target sequence (P14416 whole entry, looked up): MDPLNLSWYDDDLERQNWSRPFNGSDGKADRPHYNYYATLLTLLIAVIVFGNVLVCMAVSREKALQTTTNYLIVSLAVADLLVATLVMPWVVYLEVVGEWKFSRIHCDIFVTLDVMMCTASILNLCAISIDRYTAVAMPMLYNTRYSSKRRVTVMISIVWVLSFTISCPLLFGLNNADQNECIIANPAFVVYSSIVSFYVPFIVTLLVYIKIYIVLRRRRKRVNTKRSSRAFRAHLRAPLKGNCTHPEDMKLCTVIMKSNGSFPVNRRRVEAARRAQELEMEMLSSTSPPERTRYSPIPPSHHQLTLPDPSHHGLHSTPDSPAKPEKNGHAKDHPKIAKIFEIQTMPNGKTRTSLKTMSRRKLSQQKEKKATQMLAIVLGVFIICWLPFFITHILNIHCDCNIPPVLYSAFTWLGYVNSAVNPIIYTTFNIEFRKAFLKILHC
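Tetracycline-induced HEK293 T-REx cells force-coupled to calcium signalling expressed D2; compounds were pin-added after a 10 s baseline, read kinetically 180 s, then an EC20 dopamine challenge followed with a further 180 s calcium read.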
D1 potentiator = Potentiators of Human D1 Dopamine Receptor: qHTS; D(1A) dopamine receptor (Homo sapiens), P21728; potentiation, % at 10 µM; 360,000 compounds, 0.036% hits; HEK293 TREx D1 cells, calcium flux, dopamine EC20 potentiation; in the data active = potentiation above about 30%; note: 0% is about no effect
TRHR ag = qHTS for Small Molecule Agonists and Allosteric Enhancers of Human TRH Receptor: Primary Screen for Agonists; AID 493084, 2011; 360,000 compounds, 0.18% hits; TRHR cells, calcium flux fluo-8, FDSS agonist mode; activation, % at 2 µM; note: 0% is about no effect
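TRHR-expressing cells loaded with fluo-8 calcium dye; 23 nL library compound pin-transferred, kinetic FDSS fluorescence (Ex 480/Em 530) recorded about 180 s for agonist-induced calcium release, before a 10 nM TRH EC20 addition for potentiator mode.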
RXFP1 antagonist = qHTS Assay for Antagonists of the Relaxin Receptor RXFP1; HEK293-RXFP1, relaxin-stimulated cAMP HTRF, 30 min; active compounds read low; activity change, negative = inhibition, % at 57.5 µM; 350,000 compounds, 0.59% hits; AID 1259400, 2018;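 active = activity change of -60% or lower, but not beyond a set lower limit; inconclusive = change between -60% and -40%, or beyond the set limit; inactive = change above -40%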; note: % is set by controls: 0 for no effect and ±100 for the full control effect
D2 antag = HTS Assay for Allosteric Antagonists of the Human D2 Dopamine Receptor: Primary Screen for Antagonists; HEK293 TREx D2 cells, calcium flux, dopamine EC80; 340,000 compounds, 2% hits; AID 485344, 2010; inhibition, % at 10 µM; in the data active = inhibition above about 30%; note: 0% is about no effect
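In this primary screen, negative modulation is detected by tracking calcium flux after an EC80 dopamine challenge in inducible HEK293 T-REx D2 cells preexposed to test compound for 180 s.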
D2 ag = HTS Assay for Allosteric Agonists of the Human D2 Dopamine Receptor: Primary Screen for Agonists | HEK293 T-REx D2 cells, calcium flux agonist mode | D(2) dopamine receptor (Homo sapiens), P14416 | activation, % at 2 µM | 340,000 compounds, 0.53% hits;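 active = activation over 3 SD above normal in the single-dose calcium agonist read, cut at about 30% in these data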; note: 0% is about no effect
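Calcium-flux readout, 1 cycle/sec over 180 s following compound pin transfer, in inducible HEK293 Trex D2 cells (force-coupled); dopamine controls included. Positive calcium responses during this window marked compounds as potential agonists.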
D1 antagonist = Antagonist of Human D 1 Dopamine Receptor: qHTS; D(1A) dopamine receptor (Homo sapiens), P21728; HEK293 TREx D1 cells, calcium flux, dopamine EC80; active compounds read low; activity change, negative = inhibition, % at 10 µM; 360,000 compounds, 3.2% hits; AID 504652, 2011; in the data active = activity change below about -30%; note: % is set by controls: 0 for no effect and ±100 for the full control effect
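Cells carrying a force-coupled, tetracycline-inducible human D1 receptor report calcium flux. Each well gets a 10 s baseline, compound with 180 s monitoring, then an EC80 dopamine stimulus with a second 180 s kinetic read.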
* hit, by the source's call; u = inconclusive; x = no result given. Cut-off read from the data, not from the text of the source, unless noted: active = activation above about 30%; inactive = the rest.

compound,TRHR PAM,D1 ag,D2 PAM,D1 potentiator,TRHR ag,RXFP1 antagonist,D2 antag,D2 ag,D1 antagonist
O=C(CC1Sc2ccccc2NC1=O)Nc1cccc(-c2nnc3n2CCCCC3)c1 (configuration not stated),0,1,-5,-3,-0.1,17,13,-2.1,4
CCCN1Cc2cccc(C(=O)NC3CCCC3)c2C1=O,0,1,x,-5,-1.0,14,x,x,10
COCc1cc(C)nc(OCC(=O)N/N=C/c2ccc(C)cc2)c1C#N,0,3,-7,-2,-0.5,-13,-3,0.7,-57*
CCCC/C(C)=N\NC(=O)CNS(=O)(=O)c1ccc([N+](=O)[O-])cc1,2,3,1,1,0.4,-17,-1,-0.3,0
CC1Nc2nc(NC(=O)C(C)(C)C)[nH]c(=O)c2N(C)C1C (configuration not stated),29,2,9,-5,1.3,-2,0,0.4,3
COc1cc(C2C(C#N)=C(N)Oc3cc(C)oc(=O)c32)cc(OC)c1OC (configuration not stated),-10,1,-2,4,0.3,-7,-9,0.3,3
CCO[C@@H]1OC(C(=O)N2CCN(C)CC2)=C[C@H](C(C)(C)C)[C@H]1CCCO,35*,-3,x,8,0.5,x,x,x,18
O=C(NC(Cc1c[nH]c2ccccc12)C(=O)N1CCOCC1)c1cccs1 (configuration not stated),-2,7,7,2,-0.2,8,-2,-0.1,24
CCCNC(=O)c1cc2cc([N+](=O)[O-])ccc2s1,1,4,-1,-1,-0.3,7,10,-0.4,-25
CCCCOc1ccc(/C=C/C(=O)NCCc2nc3ccccc3[nH]2)cc1,12,1,-6,9,-0.1,-6,-6,0.7,2
O=C(OCCN1C(=O)c2ccccc2C1=O)c1cnccn1,3,2,-1,-1,-0.2,-10,-3,0.7,0
Cc1cccc(/C=N/NC(=O)c2cc(-c3cccnc3)nc3c2c(C)nn3-c2ccccc2)c1,-3,1,2,-1,0.1,x,-10,1.0,-10
Cc1ccccc1S(=O)(=O)N(CC(O)CN1CCCCC1)c1ccccc1 (configuration not stated),2,3,-17,3,0.0,8,54*,0.5,27
CCCCCCn1nc(C(=O)OCC(=O)NC2CCS(=O)(=O)C2)c2ccccc2c1=O (configuration not stated),-5,0,8,10,1.6,-5,8,2.3,8
COC(=O)N1C(=O)[C@@](c2ccccc2)(C2CCCC2)N1C(=O)OC,-6,1,-8,-1,-1.1,x,-3,0.2,-13
O=C1CCN(C(=S)NCc2ccccc2)CC1,-11,6,0,-5,-1.3,3,15,2.9,-23
COc1ccc(-c2cc(C(=O)OCC(=O)Nc3cc(C)on3)c3ccccc3n2)cc1OC,-2,0,3,-4,1.3,3,-2,0.0,-17
COc1ccc(C2(C(=O)Nc3c(C)n(C)n(-c4ccccc4)c3=O)CCCC2)cc1OC,10,1,10,-8,-0.5,-4,-24,-2.7,-20
CCCCCCc1cc2cc(-c3nnc(-c4ccc(C)cc4)o3)c(=O)oc2cc1O,1,221*,-19,4,-1.2,5,x,-0.4,23
COc1ccccc1NC(=O)c1c(NCc2ccc(C)o2)sc2c1CCC(C)C2 (configuration not stated),1,2,6,-2,0.0,u,x,-0.4,0
CCOC(=O)CC1(c2ccccc2)CCOC(C)(C)C1 (configuration not stated),-3,1,-3,-2,-0.3,2,-10,0.3,-2
COc1cccc(CC(=O)Nc2ccccc2C(=O)N2CCOCC2)c1,4,3,0,-2,0.7,-2,-4,0.4,-2
C/C=C/Cn1c(N(C)Cc2ccccc2)nc2c1c(=O)[nH]c(=O)n2C,0,6,2,-1,0.4,x,6,-2.1,-4
Cc1ccc(NS(=O)(=O)c2ccc3c(c2)NC(=O)C(C)C(=O)N3)c(Br)c1 (configuration not stated),-3,3,2,-4,0.1,-10,-8,-0.3,-2
O=C(CN1CCN(CN2C(=O)NC3(CCCCCC3)C2=O)CC1)Nc1cccc(F)c1,1,1,9,2,0.2,-4,-1,0.9,-2
Cc1sc2ncnc(SCC(=O)NCC(C)C)c2c1C,7,-1,2,0,-0.5,-9,-3,0.4,x
Cc1ccc(S(=O)(=O)NCC(C)NS(=O)(=O)c2ccc(C)cc2)cc1 (configuration not stated),-2,4,-5,-3,-0.6,-3,-6,-0.1,-3
CCOc1ccc(NS(=O)(=O)c2ccc(C(=O)NCCCN3CCOCC3)cc2)cc1,3,1,x,-1,-1.1,-13,x,x,13
CCOc1ccc(NC(=S)N(CCc2c(C)[nH]c3ccccc23)Cc2cccnc2)cc1,-2,-1,-12,-5,0.4,x,8,3.7,3
COc1ccc(CCNc2ncnc3c2nnn3C)cc1,0,22,-10,-3,0.2,-12,x,3.6,x

The list goes on; it opens with the 2 that closed the last part.
compound,TRHR PAM,D1 ag,D2 PAM,D1 potentiator,TRHR ag,RXFP1 antagonist,D2 antag,D2 ag,D1 antagonist
CCOc1ccc(NC(=S)N(CCc2c(C)[nH]c3ccccc23)Cc2cccnc2)cc1,-2,-1,-12,-5,0.4,x,8,3.7,3
COc1ccc(CCNc2ncnc3c2nnn3C)cc1,0,22,-10,-3,0.2,-12,x,3.6,x
Cc1nn(C(C)CC(=O)O)c(C)c1C (configuration not stated),2,1,-3,3,-0.8,-7,-1,1.1,6
O=C(Nc1cccnc1Cl)c1cc(-c2cccc(O)c2)on1,-3,4,8,-4,-0.9,-4,12,-0.1,-7
COc1cccc(/C=N/NC(N)=S)c1OCc1ccccc1Cl,2,0,0,3,0.2,-30,-2,0.3,5
COCCN(Cc1cc2cc(C)c(C)cc2nc1Cl)C(=O)Nc1ccccc1,0,1,7,-6,-1.1,2,18,-2.2,0
Cc1cccc(NC(=O)NCc2ccccn2)c1,4,0,-19,2,0.2,-8,8,14,14
CN(C(=O)CSc1nnc(COc2ccccc2)o1)c1ccccc1,-1,0,-1,0,-0.3,0,x,-1.5,0
COc1ccc(NC(=O)CCCn2cc([N+](=O)[O-])cn2)cc1,-1,6,-1,-2,-0.3,5,-8,1.2,-9
O=C(O)c1ccc(CSc2nnc(COc3ccc(Cl)cc3Cl)o2)cc1,-7,7,-2,x,0.0,x,-9,-1.1,5
CCc1cccc(C)c1NC(=O)c1cc(S(=O)(=O)N(Cc2ccc(C(=O)OC)cc2)Cc2ccc(OC)c(OC)c2)ccc1F,-9,5,-3,2,0.4,-1,x,-0.8,-38*
CCOc1ccc(C2C(C(=O)c3cccs3)=C(O)C(=O)N2CCCn2ccnc2)cc1 (configuration not stated),1,4,3,-1,0.9,1,-1,-0.7,15
Nc1nonc1-n1nnc(C(=O)N/N=C/c2ccoc2)c1CSc1ccccc1,-7,4,-3,-12,0.1,-7,8,2.1,-22
NC(=O)c1cc(Cl)cn(-c2ccccc2)c1=O,2,2,6,x,0.0,x,6,-1.0,-48*
CN1C(=O)OC2(C)CCc3ccccc3C12C (configuration not stated),-3,1,-10,1,-0.2,11,4,-0.4,6
COc1ccc(CCNC(=O)CSc2cc(=O)[nH]c(N)n2)cc1OC,2,3,-1,6,-0.1,-10,22,1.2,-6
CC(C)N1C(=O)S/C(=C/c2cccnc2)C1=O,2,4,15,-7,1.0,-6,7,0.4,38
CC1=C(C(=O)NCc2cccc(Br)c2)C2(CCCCC2)OC1=O,-3,2,0,0,0.5,x,x,0.4,-7
CCCC1NC(=S)NC(C)=C1C(C)=O (configuration not stated),6,2,x,-5,1.0,2,-12,1.4,-4
O=C(NCc1ccccc1Cl)C1CCCN(c2nc3ccsc3c(=O)s2)C1 (configuration not stated),-4,2,11,-8,-0.4,x,6,1.5,5
NC(=O)C1CCN(c2oc(/C=C/c3ccccc3)nc2S(=O)(=O)c2ccccc2)CC1,2,1,x,-3,0.5,7,x,x,-1
Cc1ccc(C)c(NC(=O)CSc2nnc(-c3ccccc3)n2N)c1,3,0,-1,0,0.1,-6,4,0.1,0
CC(=O)Nc1ccc(NC(=O)C(C)OC(=O)c2ccc(OCc3c(C)noc3C)cc2)cc1 (configuration not stated),-1,2,6,-6,0.7,-18,-3,0.4,0
COc1ccc(-c2nsc3c(N4CCCC4)ncnc23)cc1,-3,3,1,-4,0.9,11,-9,-1.2,5
Cc1c(C(=O)O)[nH]c2c1C(=O)CC(c1ccc(Cl)cc1)C2 (configuration not stated),-3,-3,1,-6,-0.4,-11,5,-0.2,-19
O=C(NCCN1CCOCC1)c1ccc(CSCc2cccc(Cl)c2)o1,2,3,x,0,0.5,-6,2,-0.2,1
CC(=O)N1CCN(c2ccc(NC(=O)c3ccccc3Br)cc2Cl)CC1,7,1,12,-3,0.2,-7,-14,-0.1,-10
Cn1c2c(c(=O)n(C)c1=O)CN(CC1CCCO1)CN2 (configuration not stated),6,1,-11,2,0.9,4,-1,-0.3,-4
Cc1ccc(NC(=O)CN(C)C(=O)Cn2cc(C(F)(F)F)ccc2=O)cc1,2,1,-1,1,-0.1,-3,-4,0.6,5
CC(C)CCNC(=O)C1CCC(=O)N1C(C)C (configuration not stated),-1,3,2,-1,0.5,20,-6,1.1,-17
Cc1noc(C)c1C(=O)N1CCN(S(=O)(=O)c2cccc(Cl)c2Cl)CC1,4,0,-10,-4,0.6,-5,-2,0.7,-12
CNC(=O)CSc1nnc(-c2ccco2)n1-c1cccc(C)c1,3,1,x,-2,0.0,2,x,x,-11
Cc1nc(C(=O)O)nn1-c1ccc([N+](=O)[O-])cc1,-3,2,-5,-2,-0.3,-20,0,0.3,-1
COc1ccc([C@H]2CC(=O)C=C(c3ccccc3-c3ccccc3)C2)cc1,4,0,-3,0,0.1,x,-2,-0.1,5

Whole records, looked up by structure.
Listed for `COc1ccc(-c2cc(C(=O)OCC(=O)Nc3cc(C)on3)c3ccccc3n2)cc1OC` → TRHR PAM = -2; D1 ag = 0; D2 PAM = 3; D1 potentiator = -4; TRHR ag = 1.3; RXFP1 antagonist = 3; D2 antag = -2; D2 ag = 0.0; D1 antagonist = -17
Listed for `O=C(CN1CCN(CN2C(=O)NC3(CCCCCC3)C2=O)CC1)Nc1cccc(F)c1` → TRHR PAM = 1; D1 ag = 1; D2 PAM = 9; D1 potentiator = 2; TRHR ag = 0.2; RXFP1 antagonist = -4; D2 antag = -1; D2 ag = 0.9; D1 antagonist = -2
